# Runt-SMMHC FRET: inhibitors of RUNX1 Runt–CBFb-SMMHC binding, primary screen, biochemical, FRET, Cerulean-Runt, Venus-CBFb-SMMHC, uHTS; Runt-related transcription factor 1 (Homo sapiens) + Core-binding factor subunit beta …; Cerulean-Runt/Venus-CBFb-SMMHC FRET ratio 530/480, 1 h; inhibition, % at 20 µM; hit rate 0.74% among 220,000; AID 1434, 2008;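 active = mean inhibition across duplicate retests at 20 µM reaching about 50%, limit read from the data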;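 also: 0% = DMSO wells and 100% = wells with excess untagged CBFb-SMMHC; inhibitors lower the FRET ratio by blocking Runt binding to CBFb-SMMHC; some results filed as inactive read as strong as hits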
# Target sequence (Q01196 whole entry, looked up): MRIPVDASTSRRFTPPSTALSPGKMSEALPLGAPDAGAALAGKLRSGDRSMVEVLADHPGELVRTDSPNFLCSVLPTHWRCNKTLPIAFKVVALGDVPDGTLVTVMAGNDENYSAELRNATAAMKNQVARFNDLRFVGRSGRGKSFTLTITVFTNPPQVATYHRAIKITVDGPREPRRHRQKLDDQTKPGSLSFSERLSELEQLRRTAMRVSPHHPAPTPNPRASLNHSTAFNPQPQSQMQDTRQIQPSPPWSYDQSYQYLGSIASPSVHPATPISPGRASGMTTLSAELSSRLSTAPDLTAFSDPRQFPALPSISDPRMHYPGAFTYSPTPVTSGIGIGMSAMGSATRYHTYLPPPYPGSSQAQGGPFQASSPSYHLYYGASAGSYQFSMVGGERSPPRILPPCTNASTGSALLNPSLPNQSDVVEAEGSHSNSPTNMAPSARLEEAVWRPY
# Target sequence (Q13951 whole entry, looked up): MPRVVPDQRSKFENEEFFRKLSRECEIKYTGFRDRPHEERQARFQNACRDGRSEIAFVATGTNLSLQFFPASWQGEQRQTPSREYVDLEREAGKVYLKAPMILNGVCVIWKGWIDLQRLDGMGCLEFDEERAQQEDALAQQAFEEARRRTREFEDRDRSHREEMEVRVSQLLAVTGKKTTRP
# p97 inhibitor: inhibitors of human p97 ATPase, primary screen, biochemical; Transitional endoplasmic reticulum ATPase (Homo sapiens), P55072; recombinant p97 ATPase, Kinase-Glo ATP luminescence, 3 h; inhibition, % at 8 µM; hit rate 0.42% among 220,000; in the data active = inhibition above about 15%;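 also: 0% = DMSO vehicle and 100% = wells lacking enzyme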
# p47phox inh: p47phox/p22phox peptide binding inhibitors, primary screen, biochemical, uHTS, NADPH oxidase regulatory subunit; Neutrophil cytosol factor 1 (Homo sapiens), P14598; fluorescence polarization, 2 h; inhibition, % at 24.7 µM; hit rate 0.53% among 220,000;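 active = inhibition above about 30%, limit read from the data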;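 also: 0% = p47phox with labelled peptide and 100% = labelled peptide alone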
# EBV gp42 inh: Epstein-Barr virus gp42 inhibitors, primary screen, biochemical, uHTS, fluorescence polarization | inhibition, % (tested at 21.74 µM) | hit rate 0.42% among 220,000 | AID 1085, 2008 | Fluorescence polarization binding assay, mP read-out; in the data active = inhibition above about 50%
# Target sequence (Q1HVG2 whole entry, looked up): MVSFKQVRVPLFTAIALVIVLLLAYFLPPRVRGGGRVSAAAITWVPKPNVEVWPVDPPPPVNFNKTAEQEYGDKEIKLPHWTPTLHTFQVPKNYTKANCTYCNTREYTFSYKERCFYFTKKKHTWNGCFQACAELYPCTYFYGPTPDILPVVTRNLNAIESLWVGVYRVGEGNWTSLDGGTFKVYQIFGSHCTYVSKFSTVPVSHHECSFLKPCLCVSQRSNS
# RBBP9 inh: human RBBP9 inhibitors, primary screen, biochemical, fluorescence polarization, FP-Rh probe, HTS; Serine hydrolase RBBP9 (Homo sapiens), O75884; recombinant RBBP9; hit rate 0.2% among 220,000; inhibition, % at 7.94 µM;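 active = inhibition above the campaign mean of all tested compounds plus 3 SD, cut at about 14% in these data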;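 also: plate controls were DMSO wells with RBBP9 for no effect and wells lacking RBBP9 protein for full effect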
# Target sequence (O75884 whole entry, looked up): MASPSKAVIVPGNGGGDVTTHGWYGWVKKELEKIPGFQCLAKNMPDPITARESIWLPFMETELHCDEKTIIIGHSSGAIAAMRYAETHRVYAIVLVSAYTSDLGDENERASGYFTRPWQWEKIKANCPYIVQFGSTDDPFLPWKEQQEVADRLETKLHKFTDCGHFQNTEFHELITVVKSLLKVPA
#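 Test system: recombinant human RBBP9; Timing: 30 min then 45 min, 25 °C; Detection: fluorescence polarization; Control set: RBBP9 with DMSO as uninhibited control, no-protein wells as full inhibition; Compound dosing: one concentration, 7.94 µM nominal, 0.794% DMSO; Probe or stimulus: FP-Rh activity-based probe, 375 nM before mixing.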
# Tb hexokinase: Trypanosoma brucei hexokinase 1 inhibitors, primary screen, biochemical, G6PDH-coupled NADH absorbance, MLSCN library; AID 1430, 2008; recombinant TbHK1, G6PDH-coupled NADH A340; inhibition, % at 10 µM; hexokinase 1 [Trypanosoma brucei]; hit rate 0.11% among 220,000;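 active = inhibition of 50% or more in the single-dose primary screen; inactive = inhibition below 50%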
# Runt-CBFb FRET: inhibitors of RUNX1 Runt–CBFb binding, primary screen, biochemical, FRET, Cerulean-Runt, Venus-CBFb, uHTS. hit rate 0.46% among 220,000. inhibition, % at 20 µM. Runt-related transcription factor 1 (Homo sapiens) + Core-binding factor subunit beta …. AID 1496, 2009. Cerulean-Runt/Venus-CBFb FRET ratio 530/480, 1 h;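 active = inhibition over about 50% at 20 µM in the single-dose screen, limit read from the data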;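 also: 0% = DMSO wells and 100% = excess unlabeled CBFb competitor control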
#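 Assay system: Cerulean-Runt domain / Medium: Tris 50 mM pH 7.5, KCl, K2SO4, 0.01% BSA / Timing: protein complex preformed 1 h, compound exposure 1 h, room temperature, dark / Measured by: FRET, excitation 422 nm, emission at 530 and 480 nm / Evaluation: loss of energy transfer signal / Control set: 5 µM unlabeled CBFb as full-inhibition high control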
# Calpain2 inh: inhibitors of pig calpain II, primary screen, biochemical, fluorogenic peptide substrate, 1536-well; purified calpain II, 30 min; inhibition, % at 16 µM; hit rate 0.37% among 220,000; AID 1236, 2008;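 active = inhibition above about 50%, limit read from the data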
# Furin inh: human furin inhibitors, primary screen, biochemical, fluorescence intensity. hit rate 0.061% among 220,000. purified furin, fluorogenic substrate cleavage. inhibition, % at 30 µM. P09958; in the data active = inhibition above about 25%; also: inactives centre near -15
# * marks the source's active call; other numbers are inactive results; . = no result given; [ ] = dose if it differs, or a comment.
SMILES	Runt-SMMHC FRET	p97 inhibitor	p47phox inh	EBV gp42 inh	RBBP9 inh	Tb hexokinase	Runt-CBFb FRET	Calpain2 inh	Furin inh
CC(CNC(=S)Nc1cc(F)cc(F)c1)CSc1ccc(Cl)cc1 (centres undefined)	-7.5	0.2	-4.4	11.9	-6.8	18.8	1.0	48.0	-6.3
COc1ccccc1-c1c(C#N)c(SCC(=O)N2CCCC2)nc(C)c1C(N)=O	1.7	4.2	-3.1	-21.8	-9.0	-4.4	3.6	-3.7	-27.4
CC1(C)OC(c2ccccc2)=C/C(=C/C=Nc2ccccc2)O1	26.0	-2.6	-4.9	-26.5	0.6	-44.2	1.9	30.1	-11.2[20 µM]
O=C(O)CC1=C(Nc2ccccc2)C(=O)N(c2ccccc2)C1c1ccc(F)cc1 (centres undefined)	-1.5	5.0	2.1	-6.4	-4.0	-1.9	-0.5	-24.0	-12.6
O=C(COC(=O)C1CC1)Nc1ccc2c(c1)OCO2	-0.5	-2.2	-0.1	-71.4	-0.7	10.6	0.7	27.4	-12.4
CSc1nnc(-c2ccccc2)c(=O)[nH]1	2.6	1.6	-14.6	-9.7	-7.3	-12.0	-1.0	6.8	-9.3
O=C(COc1cccnc1[N+](=O)[O-])NCCc1ccc(Cl)cc1	-1.3	-7.7	-7.6	-9.7	-5.7	8.0	-0.4	23.0	-4.8
Cc1cccc(NC(=O)CN2C(=O)N/C(=C/c3ccc(-c4cccc(C(=O)O)c4C)o3)C2=O)c1	12.3	6.4	-1.8	-9.4	-2.1	-7.8	10.6	-53.1	-17.2
Oc1c(Cl)cc(Cl)cc1CNc1ccc(Br)cn1	1.0	-3.6	2.4	-8.0	-7.1	-6.8	2.5	12.2	-11.0[20 µM]
COc1cccc(C(=O)NC2CCN(CC(=O)Nc3cccc(C)c3C)CC2)c1	-1.6	1.1	-10.4	-24.3	5.1	-6.1	1.6	-17.1	-15.4
CC(=O)c1c(C)nn(C(=O)c2cccs2)c1C	-2.2	3.1	-11.7	1.4	-9.3	1.2	-0.2	-13.0	-20.9
Cc1c(Br)c([N+](=O)[O-])nn1CCCC(=O)NC(C)c1ccccc1 (centres undefined)	-1.4	-0.2	-4.8	-7.5	-6.0	-0.9	0.3	-1.3	-11.4

# Remaining list, next part:
SMILES	Runt-SMMHC FRET	p97 inhibitor	p47phox inh	EBV gp42 inh	RBBP9 inh	Tb hexokinase	Runt-CBFb FRET	Calpain2 inh	Furin inh
CC(C)(C)CC(=O)N1CCC(c2nc3c(nnn3Cc3c(F)cccc3Cl)c(=O)[nH]2)CC1	1.6	4.0	-56.8	11.6	-1.9	0.1	-3.3	-19.2	-19.3
Cc1ccc(C(=O)C2=C(O)C(=O)N(c3ncccn3)C2c2ccc(F)cc2)o1 (centres undefined)	2.8	1.8	-5.5	-4.5	-9.8	-24.0	-0.2	18.8	-2.6
CCOC(=O)C(C(=O)NCCCN1CCOCC1)C1CCCCC1 (centres undefined)	1.7	-1.4	-10.6	-6.5	-2.0	1.6	-1.1	-18.3	-15.1[20 µM]
Cc1nc(N2CCOCC2)nc(Oc2ccccc2)c1[N+](=O)[O-]	-2.1	-6.0	-1.2	-10.6	-3.7	-14.1	-0.8	24.8	-18.5
c1ccc(-c2cnc(-c3cccnc3)o2)cc1	-1.0	0.6	-2.5	-11.2	-10.0	-16.1	0.0	-304.5	-23.0
COc1ccc(NC(=O)COC(=O)/C=C/C(=O)OCC(=O)Nc2ccc(OC)c(Cl)c2)cc1Cl	-4.6	-2.4	-5.6	-8.5	-8.4	-8.3	3.5	-22.2	-6.5
O=C(COC(=O)c1ccco1)NCc1cccs1	-10.6	-2.9	7.3	-20.8	-4.3	-5.5	1.2	2.9	-12.6[20 µM]
Cc1ccc(C2=CC(c3ccc(N(C)C)cc3)n3nnnc3N2)cc1 (centres undefined)	-21.7	-1.5	-29.1	-27.5	-9.3	-10.6	-0.1	-76.1	-32.4
CCc1nnc(NC(=O)C2CCN(c3nccc(C)n3)CC2)s1	1.9	0.6	-2.3	-8.3	-8.3	-0.3	-1.7	-29.5	-22.8[20 µM]
Cc1ccccc1C(=O)Nc1nnc(-c2ccncc2)o1	2.1	4.7	-10.5	-10.2	-0.4	-11.1	1.4	3.3	-20.8
COc1ccc(-n2ccnc2SCC(=O)Nc2ccccc2)cc1	4.2	1.3	-11.7	3.5	-5.0	-3.7	-1.2	1.8	-9.3
O=C(Nc1ccccc1)C1CC(=O)N(c2ccc3c4c(cccc24)CC3)C1 (centres undefined)	1.7	-2.9	-2.0	-7.5	8.4	2.6	0.1	-14.7	-14.9[20 µM]

# Profiles as entered above:
# `c1ccc(-c2cnc(-c3cccnc3)o2)cc1` reads Runt-SMMHC FRET: -1.0; p97 inhibitor: 0.6; p47phox inh: -2.5; EBV gp42 inh: -11.2; RBBP9 inh: -10.0; Tb hexokinase: -16.1; Runt-CBFb FRET: 0.0; Calpain2 inh: -304.5; Furin inh: -23.0
# `Cc1ccc(C2=CC(c3ccc(N(C)C)cc3)n3nnnc3N2)cc1` (centres undefined) reads Runt-SMMHC FRET: -21.7; p97 inhibitor: -1.5; p47phox inh: -29.1; EBV gp42 inh: -27.5; RBBP9 inh: -9.3; Tb hexokinase: -10.6; Runt-CBFb FRET: -0.1; Calpain2 inh: -76.1; Furin inh: -32.4

# The results go on.
SMILES	Runt-SMMHC FRET	p97 inhibitor	p47phox inh	EBV gp42 inh	RBBP9 inh	Tb hexokinase	Runt-CBFb FRET	Calpain2 inh	Furin inh
COc1ccc(F)cc1S(=O)(=O)N1CC(C)CC(C)C1 (centres undefined)	1.1	-2.9	-12.0	-3.4	-1.3	-6.8	-0.9	3.1	-8.7[20 µM]
Cn1c(NC(=O)C2c3ccccc3Oc3ccccc32)cc(=O)n(C)c1=O	0.6	2.4	-4.5	-14.9	-4.4	-6.0	-1.1	-8.2	-19.0
COc1ccc([N+](=O)[O-])cc1N(CC(=O)NCC1CCCO1)S(C)(=O)=O (centres undefined)	1.4	-0.9	-7.0	7.6	-12.2	24.9	0.8	10.7	0.0
CCS(=O)(=O)n1nc(-c2ccccc2)nc1NCc1ccco1	0.5	-2.6	-9.3	2.9	-6.1	-2.5	-2.2	11.4	-21.4[20 µM]
O=C1N/C(=N\N=C\c2ccccn2)SC1Cc1cccc(SC(F)F)c1 (centres undefined)	-1.6	1.8	-1.9	-7.5	-4.1	-16.2	-7.8	-6.2	-25.2[20 µM]
CC(C)(C)c1ccc(OCC(O)CN(CCO)CC(O)Cn2ccc3ccccc32)cc1 (centres undefined)	-8.9	-2.7	-8.8	1.2	-7.5	-17.4	-3.1	-13.8	-23.1
CCOc1ccc(CC(=O)OCc2cc(=O)n3cc(Br)ccc3n2)cc1	-1.6	3.2	-2.0	-1.1	-1.7	-14.3	-3.6	0.0	-7.5
Cc1cc(C)cc(NC(=S)NCCN(C2CCCCC2)C2CCCC2)c1	4.6	-4.0	-5.6	4.7	-9.2	13.6	-0.8	26.9	0.6
CN=C(C)/C(C(=O)OC)=C(/O)c1c(F)cccc1F	-3.4	6.8	-19.5	-8.8	-6.1	-14.9	2.1	-10.8	-15.0
CCCCCc1c(C)c(C#N)c2nc3ccccc3n2c1-n1ccnc1C	12.0	3.6	-7.7	-6.9	-9.2	-7.9	29.7	-114.2	-9.8
CC1C(C#N)=C(N)OC2=C1C(=O)CC(C)(C)C2 (centres undefined)	-1.4	4.8	1.5	3.0	0.2	8.5	-1.3	-12.5	-21.3
COc1ccc(Cl)cc1N(CC(=O)Nc1ccccc1C(=O)NCc1ccco1)S(C)(=O)=O	-4.7	-0.9	-2.5	-5.2	-1.9	-7.7	1.1	9.8	-14.8[20 µM]

# More compounds follow:
SMILES	Runt-SMMHC FRET	p97 inhibitor	p47phox inh	EBV gp42 inh	RBBP9 inh	Tb hexokinase	Runt-CBFb FRET	Calpain2 inh	Furin inh
Fc1ccc(-c2nc3n(n2)Cc2ccccc2-3)cc1	0.2	-21.7	-6.8	-16.3	-5.0	0.0	-1.2	-27.3	-26.3[20 µM]
CCCN1C(=O)c2cc(C(=O)NCc3cccs3)ccc2C1O (centres undefined)	-1.6	-0.4	-2.1	-16.1	0.6	-1.3	0.2	11.4	-1.6
Cc1nn(C)cc1CN(C)C(=O)c1cc2nc(-c3ccco3)cc(C(F)(F)F)n2n1	-3.3	-0.6	-7.3	-23.6	-3.7	-21.5	-4.5	-432.0	-16.0
Cc1ccc(NC(=O)C(=O)NC(C)C2COc3ccccc3O2)cc1 (centres undefined)	3.0	-3.1	-4.9	-9.6	-5.1	2.9	-0.5	-20.0	-18.6[20 µM]
COCCN(CCOC)S(=O)(=O)c1ccc(C(=O)Nc2nnc(CSC)o2)cc1	-0.1	5.7	3.7	1.2	-2.4	0.4	1.1	2.9	-24.5
Cc1occc1C(=O)N/N=C/c1cnn(C)c1C	-2.6	-7.9	2.9	-6.0	-1.6	1.0	0.2	-8.7	-21.2[20 µM]
CC(=O)c1ccc(NC(=O)c2cc3nc4c(c(C(F)(F)F)n3n2)CCCC4)cc1	-11.2	2.5	-23.7	-35.4	-3.4	-17.6	-2.1	-289.7	-12.4[20 µM]
CCCCNC(=O)C1CC(c2cccc(F)c2)=NO1 (centres undefined)	11.9	.	-8.2	-7.7	.	-11.1	0.9	-23.5	-28.1
O=C1CCCCCN1C(=O)c1cccc(C(=O)N2CCCCCC2=O)c1	4.9	6.3	-8.6	-5.9	0.0	-6.8	-0.6	-17.1	-26.5
CCN1CCN(c2nc(Nc3cccc(C)c3)nc(N)c2[N+](=O)[O-])CC1	-1.3	2.9	-1.7	-20.9	0.5	-13.6	-0.8	11.1	-10.8
O=C(N/N=C/c1ccc2c(c1)OCO2)/C(=C/c1ccc2c(c1)OCO2)NC(=O)c1ccccc1	0.1	12.2	-4.1	-18.2	-10.0	0.2	-4.7	-154.5	-33.1[20 µM]
Cc1ccc(NC2Sc3ccccc3NC2=O)cc1Cl (centres undefined)	-2.5	-1.4	-15.0	-5.4	-3.2	6.0	29.1	17.1	-23.7

# Continuation.
SMILES	Runt-SMMHC FRET	p97 inhibitor	p47phox inh	EBV gp42 inh	RBBP9 inh	Tb hexokinase	Runt-CBFb FRET	Calpain2 inh	Furin inh
CCCCSC1(SCCCC)N=C(N)C2(C#N)C(c3ccccc3)NC(C)=C(C)C12C#N (centres undefined)	2.7	-1.9	-16.6	-14.9	-10.0	-3.7	-0.7	-72.1	-21.6[20 µM]
O=C(NCCN1CCOCC1)c1ccccc1-c1ccccc1	0.5	-2.3	-8.8	-21.1	-6.7	-0.6	0.4	-22.8	-16.6[20 µM]
CN(CC(=O)NCc1ccncc1)S(=O)(=O)c1ccccc1	2.1	-0.5	1.2	1.0	7.0	-3.4	1.4	19.1	-15.2[20 µM]
c1ccc2nc(-c3ccc(N4CCOCC4)cc3)ccc2c1	-45.3	2.9	-10.9	-37.0	-0.7	-1.9	-7.6	-165.2	-17.6[20 µM]
COc1ccccc1-c1ccc(C(=O)O)o1	-2.1	6.6	-27.3	-8.0	-3.6	-1.2	4.1	-281.0	-50.2

# Random draw from the library, and some 2.7% of all compounds hit somewhere here.
